Source: PubChem BioAssay
STK33 inh – inhibitors of human STK33 kinase. Q9BYT3. purified STK33, MBP phosphorylation, ADP-Glo luminescence. inhibition, % at 10 µM. 0.073% of 320,000 active. AID 2661;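 active = inhibition at or above 25%, using the most active replicate where run in duplicate; inactive = inhibition below 25%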
Target sequence (Q9BYT3 whole entry, looked up): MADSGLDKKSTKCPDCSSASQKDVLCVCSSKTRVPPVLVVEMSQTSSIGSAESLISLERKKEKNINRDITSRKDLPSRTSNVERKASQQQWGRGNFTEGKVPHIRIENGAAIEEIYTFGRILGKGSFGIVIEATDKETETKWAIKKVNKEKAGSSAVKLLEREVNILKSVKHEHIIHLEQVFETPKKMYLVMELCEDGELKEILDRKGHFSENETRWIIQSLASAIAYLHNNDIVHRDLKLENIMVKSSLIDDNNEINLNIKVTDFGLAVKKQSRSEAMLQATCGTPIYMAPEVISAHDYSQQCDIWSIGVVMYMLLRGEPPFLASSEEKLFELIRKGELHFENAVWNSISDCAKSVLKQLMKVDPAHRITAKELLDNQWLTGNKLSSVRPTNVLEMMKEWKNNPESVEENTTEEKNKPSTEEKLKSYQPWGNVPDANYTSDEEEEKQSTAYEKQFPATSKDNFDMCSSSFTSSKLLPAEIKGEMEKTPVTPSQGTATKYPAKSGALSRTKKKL
Kir21 inh – inhibitors of mouse Kir2.1 inward-rectifier potassium channel; P35561; HEK293-Kir2.1, FluxOR thallium flux fluorescence; stronger effect = lower value; B-score at 10 µM; 0.85% of 310,000 active; AID 1672;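 active = fluorescence ratio B-score at or below minus 3 SD of library scores, with starting-brightness B-score within 2 SD, cut at about -4.2 in these data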;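 note: channel flux triggered by added potassium and thallium sulfate stimulus; B-score of peak minus minimum fluorescence over baseline after thallium stimulus; more negative B-score means stronger Kir2.1 block with less thallium influx; some compounds called inactive have numbers as strong as hits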
Target sequence (P35561 whole entry, looked up): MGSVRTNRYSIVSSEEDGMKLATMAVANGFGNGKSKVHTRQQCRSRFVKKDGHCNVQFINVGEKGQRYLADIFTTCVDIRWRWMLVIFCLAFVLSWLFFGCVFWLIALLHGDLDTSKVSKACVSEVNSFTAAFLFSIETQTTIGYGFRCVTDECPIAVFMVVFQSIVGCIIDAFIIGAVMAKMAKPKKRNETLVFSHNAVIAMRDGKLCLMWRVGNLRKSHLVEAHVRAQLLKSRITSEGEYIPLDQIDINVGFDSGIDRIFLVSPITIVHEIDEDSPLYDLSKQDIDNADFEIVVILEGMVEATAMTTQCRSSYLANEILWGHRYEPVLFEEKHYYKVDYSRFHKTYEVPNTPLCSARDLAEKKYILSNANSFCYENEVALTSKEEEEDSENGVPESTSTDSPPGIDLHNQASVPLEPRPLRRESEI
An asterisk follows results filed as active; · = no result given.

Value order – Kir21 inh | STK33 inh
#1 O=C(Nc1cc(C(F)(F)F)ccc1N1CCOCC1)C1CCCO1 (stereo not given)
  · | -1.1
#2 Cc1cc(-c2nnnn2-c2cc(Cl)cc(Cl)c2)no1
  -0.01 | -2.4
#3 COc1cccc(/C=N/NC(=O)C(c2ccncc2)N2CCOCC2)c1 (stereo not given)
  1.4 | 1.1
#4 CN(Cc1ccccc1)c1nc2c(c(=O)n(C)c(=O)n2C)n1CCCc1ccccc1
  -1.1 | 1.5
#5 COCCn1c(-c2ccc(OC)cc2)cnc1SCC(=O)Nc1ccc(OC)cc1OC
  -0.93 | -0.5
#6 O=C(NCCCO)NC(=S)c1cccc2ccccc12
  -0.61 | -5.0
#7 CCC(=O)N1CC2(CC(c3cccc(NC(=O)COc4ccc(Cl)cc4)c3)=NO2)C[C@@H]1C(N)=O (stereo not given in full)
  0.33 | ·
#8 C[C@H](NC(=O)c1nc[nH]c1C(=O)NCc1ccc(CNC(=O)OC(C)(C)C)cc1)c1ccccc1
  · | -0.8
#9 O=C(c1cccnc1NCc1ccc(F)cc1)N1CCOCC1
  1.1 | 4.4
#10 COc1ccc(C2C3=C(CCCC3=O)Nc3nc(C(F)(F)F)nn32)c(OC)c1OC (stereo not given)
  -0.19 | -1.5
#11 COc1ccc(N2CCN(C(=O)COC(=O)c3oc4ccc(OC)cc4c3C)CC2)cc1
  -0.14 | -1.3
#12 COc1ccc(C(=O)NCCc2cccc(Cl)c2)cc1OC1CCN(C(C)=O)CC1
  -1.1 | 6.9
#13 CC1CCCN(CC(=O)NC(=O)NC2CCCCC2)C1 (stereo not given)
  · | -0.1
#14 CN(C(=O)Cn1nnc(-c2ccc(F)cc2)n1)C1CCS(=O)(=O)C1 (stereo not given)
  · | -1.5
#15 O=[N+]([O-])c1nn(-c2ccc3c(c2)OCCO3)n(O)c1=NC1CCCCC1
  2.3 | -0.1
#16 CC(C)(C)NC(=O)CSc1nnc(Cc2ccccc2)n1CC1CCCO1 (stereo not given)
  0.2 | -3.3
#17 OCCC1CN(Cc2cnc(-c3ccc(Cl)cc3)nc2)CCN1C1CCCC1 (stereo not given)
  -0.28 | -2.1
#18 O=C(COc1ccc(Cl)cc1Cl)Nc1ccccc1F
  -0.1 | -0.4
#19 CC(=O)c1cccc(NC(=O)c2ccc3c(c2)OCO3)c1
  -0.04 | 1.3
#20 CS(=O)(=O)N1N=C(c2ccco2)CC1c1ccc(Cl)cc1 (stereo not given)
  -0.58 | -2.2
#21 COc1cc(C(=O)NCC(c2ccco2)N2CCc3ccccc3C2)cc(OC)c1OC (stereo not given)
  0.64 | 0.7
#22 CSc1ccc(C(=O)NCC(c2ccco2)N(C)C)cc1[N+](=O)[O-] (stereo not given)
  2.1 | -0.7
#23 COc1ccccc1OCCNC(=O)c1cc(C2CC2)nc2c1cnn2C(C)C
  · | -0.6
#24 COc1ccc(Cl)cc1NC(=O)C1CC(c2c(F)cccc2Cl)=NO1 (stereo not given)
  1 | -1.1
#25 CCOC(=O)/C=C/C(=O)Nc1ccc(S(=O)(=O)Nc2nccs2)cc1
  -0.48 | -0.4
#26 COc1cccc(C(=O)OCC(=O)NCc2ccc3c(c2)OCO3)c1OC
  · | -1.2
#27 Cc1ccc(C(=O)N/N=C\c2cc3c(cc2Br)OCO3)cn1
  -1.1 | -1.0
#28 CCC(=O)NC(/C=C/c1ccccc1)c1cc([N+](=O)[O-])c2cccnc2c1O (stereo not given)
  -0.25 | -1.1
#29 CCN(C(=O)CCS(=O)(=O)c1cccc2nonc12)c1ccc(F)cc1
  -1.7 | -1.8
#30 C/C(=N\NC(=S)NCc1ccccc1)c1ccc2c(c1)OCCO2
  -0.65 | -0.6

Quoted at random: two entries already listed.
Value order – Kir21 inh | STK33 inh
#21 COc1cc(C(=O)NCC(c2ccco2)N2CCc3ccccc3C2)cc(OC)c1OC (stereo not given)
  0.64 | 0.7
#24 COc1ccc(Cl)cc1NC(=O)C1CC(c2c(F)cccc2Cl)=NO1 (stereo not given)
  1 | -1.1

Next part:
Value order – Kir21 inh | STK33 inh
#31 CCCCN(C)C(=O)Cn1c(=O)oc2cc(S(=O)(=O)N3CC(C)CC(C)C3)ccc21 (stereo not given)
  0.1 | -2.4
#32 COc1cccc(C2=NC(C)(C)NC(c3ccccc3O)C2)c1 (stereo not given)
  0.04 | -1.2
#33 COCCSc1nnc(NC(=O)CSc2ccccc2)s1
  0.73 | -1.0
#34 CC(C)c1cn(C2OC(COC(=O)c3ccccc3)C(OC(=O)c3ccccc3)C2OC(=O)c2ccccc2)c(=O)[nH]c1=O (stereo not given)
  -0.66 | -0.7
#35 CCOC(=O)C1CCCCN1C(=O)CCc1c(C)nc2ncnn2c1C (stereo not given)
  0.26 | -0.4
#36 O=C(/C=C/c1ccccc1)NC(=S)Nc1ccc(N2CCOCC2)cc1
  0.32 | 1.1
#37 O=C(c1ccncc1)N1CCN(S(=O)(=O)c2ccccc2Br)CC1
  · | -0.1
#38 CN(C)c1ccc(C(=O)OCC(=O)N2CCCC2)cc1
  0.95 | -1.3
#39 COC(=O)c1ccc(NC(=O)c2cn(-c3ccccc3)nc2-c2ccncc2)cc1
  0.23 | -0.1
#40 CC(C(=O)NN=C(c1ccccc1)c1ccccc1)N1CCCC1 (stereo not given)
  -0.03 | -0.3

Single values from above.
STK33 inh result of `O=C(/C=C/c1ccccc1)NC(=S)Nc1ccc(N2CCOCC2)cc1` stands at 1.1
STK33 inh result of `CC(C(=O)NN=C(c1ccccc1)c1ccccc1)N1CCCC1` (stereo not given) stands at -0.3
STK33 inh result of `CC(C)c1cn(C2OC(COC(=O)c3ccccc3)C(OC(=O)c3ccccc3)C2OC(=O)c2ccccc2)c(=O)[nH]c1=O` (stereo not given) stands at -0.7

Remaining list, next part:
Value order – Kir21 inh | STK33 inh
#41 C=C(C)COc1ccc(-c2[nH]ncc2Oc2cccc(OC)c2)c(O)c1
  1 | -1.1
#42 COc1ccc(Cl)cc1NC(=O)CN(C)C(=O)CN1C(=O)NC(C)(C)C1=O
  · | -2.2
#43 Cc1cccc(CN2CCN(CC(=O)NCCCN3CCN(c4ccc(F)cc4)CC3)C2=O)c1
  -2.7 | -2.1
#44 O=C(Nc1ccccc1)C1=C[C@@H](c2ccc(C(F)(F)F)cc2)C[C@@H](OCCCCO)O1
  -0.01 | 1.2
#45 COC(=O)Cc1ccc(NC(=O)c2ccccc2Br)cc1
  1.3 | 0.8
#46 Cc1ccc(S(=O)(=O)C(c2ccccc2)c2c(C)noc2C)cc1 (stereo not given)
  -2.4 | -0.4
#47 O=C(NCc1ccco1)/C(=C/c1cccnc1)NC(=O)c1cccc(Br)c1
  -0.51 | -1.5
#48 Cc1cc(Cl)ccc1OCCCC(=O)Nc1ccc(S(=O)(=O)Nc2ncccn2)cc1
  1.7 | -1.3
#49 COc1ccc(N2CCN(C3CCCN(C(=O)C4=C(C)OCCO4)C3)CC2)cc1 (stereo not given)
  -0.58 | 0.5
#50 CCN(CC)c1ccc(NC(=O)c2ccc(Br)o2)c(C)c1
  -0.87 | -0.4
#51 Cc1cc2c(cc1S(=O)(=O)CCC(=O)N1CC(C)CC(C)C1)OCC(=O)N2 (stereo not given)
  -3.5 | -0.8
#52 COCC(C)N1CC(O)=C(c2nc(-c3ccc(Cl)cc3)cs2)C1=N (stereo not given)
  0.03 | -2.6
#53 CC1(C)CC2CC(C)(CN2C(=O)COC(=O)CNC(=O)c2ccc(Cl)c(Cl)c2)C1 (stereo not given)
  -1.4 | 0.2
#54 CCN(CC)S(=O)(=O)c1ccc(C(=O)NNC(=O)C2CCN(S(=O)(=O)c3ccc(Cl)cc3)CC2)cc1
  -1.4 | -1.6
#55 CCCn1c(C)cc(C(=O)COc2ccc(C)nc2[N+](=O)[O-])c1C
  -0.44 | -1.9
#56 CC(CC(=O)Nc1nc2ccccc2[nH]1)n1ccnc1 (stereo not given)
  -1.7 | 1.5
#57 CCOC(=O)CN1C(=O)N(c2ccccc2OC)S(=O)(=O)c2ccccc21
  0.44 | 0.8
#58 COc1ccc(C(=NN)c2ccc(OC)cc2)cc1
  2.1 | -1.5
#59 CC(=O)NC(=O)c1nnn(Cc2ccccc2)c1NC(C)=O
  1.2 | -0.4
#60 Cc1onc(-c2ccccc2)c1C(=O)Nc1nnc(-c2ccncc2)s1
  -0.57 | -1.5
#61 CCOC(=O)c1c(NC(=O)C(NCCN(C)C)c2ccccc2)sc2c1CCCC2 (stereo not given)
  -6.2* | 2.3
#62 COc1ccc(C(O)Cc2nc3ccccc3n2C)cc1OC (stereo not given)
  -0.92 | -1.4
#63 COc1cc2c(cc1OC)C(c1ccc(N(C)C)cc1)CC(=O)N2 (stereo not given)
  0.01 | 0.9
#64 CCCC(=O)C1=C(c2ccccc2)C(C#N)(C#N)C(C#N)=C1N
  1.5 | -0.7
#65 CCN(CC(=O)Nc1ccc2c(c1)OCCO2)C(=O)c1ccc(S(=O)(=O)N(C)C)cc1
  -0.01 | 0.1
#66 CCOc1ccc(/C=N/Nc2ccccn2)cc1
  1.2 | -1.0
#67 CCn1c(-c2cc(-c3ccccc3)sc2N)n[nH]c1=S
  0.03 | -1.0
#68 CCOCCCNC(=O)c1ccc2c(c1)ncn2-c1ccc(C)cc1C
  -0.78 | -1.8
#69 Cc1cc(C(=O)CSc2nnnn2C)c(C)n1C1CC1
  -0.58 | -1.4
#70 COc1ccc(CNC(=O)C(CCSC)NC(=O)c2ccco2)cc1 (stereo not given)
  1.1 | -1.0

Marked active in Kir21 inh, among the entries above:
Value order – Kir21 inh | STK33 inh
#61 CCOC(=O)c1c(NC(=O)C(NCCN(C)C)c2ccccc2)sc2c1CCCC2 (stereo not given)
  -6.2* | 2.3

The list goes on.
Value order – Kir21 inh | STK33 inh
#71 O=C(C1=C[C@@H](c2ccc(Br)cc2)C[C@@H](OCc2ccc(CO)cc2)O1)N1CCN(Cc2ccccc2)CC1
  -0.56 | -1.1
#72 Oc1ccccc1O
  · | 0.2
#73 O=C(c1ccc2snnc2c1)N1CCN(c2ccccc2)CC1
  1.1 | -0.2
#74 CCC(C)NCC(O)(c1ccc(Cl)cc1)c1ccc(Cl)cc1 (stereo not given)
  -1.8 | 0.5
#75 C[C@H]1CCC[C@]2(O[C@@H](CCO)C[C@H](O)[C@H]2O)O1
  -0.01 | -0.1
#76 O=C(NC1CC2CCCC(C1)N2C(=S)Nc1ccccc1)C1CC1 (stereo not given)
  1.2 | -2.7
#77 COc1ccc(-c2nn[nH]n2)cc1OC
  · | -1.0
#78 CC1(C)CC2CC(C)(CN2C(=O)c2cc(-c3ccccc3)on2)C1 (stereo not given)
  0.52 | -2.0
#79 Cc1cc(C)c(S(=O)(=O)N2CCCCC2)cc1N(C)S(=O)(=O)c1ccc(Cl)cc1
  0.08 | -1.2
#80 CCn1c(SCC(=O)Nc2cc(F)ccc2C)nnc1-c1ccccc1O
  -2.7 | -0.7
#81 O=C(CCCCCn1c(=S)[nH]c2ccc(Br)cc2c1=O)NCC1CCCO1 (stereo not given)
  -0.27 | -1.1
#82 CCOCCCNC(=O)C(NC(=O)CNC(=O)c1ccccc1)c1ccc(OC)cc1 (stereo not given)
  -0.05 | -1.5
#83 COc1cc(NC(=O)Cc2cccc3ccccc23)c(C(=O)O)cc1OC
  1.4 | -11
#84 Cc1cccc(C(=O)N2CCCC(N3CCN(c4ccc(F)cc4)CC3)C2)n1 (stereo not given)
  -0.38 | 0.7
#85 Cc1ccc(NC(=O)Cn2nc(C)c3ccccc3c2=O)cc1F
  1.4 | -1.3
#86 COc1cc(C(=O)Nc2ccc(NC(=O)c3ccco3)nc2)cc(OC)c1OC
  0.66 | 0.0
#87 O=C(NCCCSc1ccccc1)c1ccc(=O)[nH]c1
  -0.74 | 1.2
#88 COc1cccc(-c2sc3ccccc3c2-c2ccc(OCCN3CCCCC3)cc2)c1
  · | -0.8
#89 COc1cc(C)ccc1OCC(=O)NCC1CCCO1 (stereo not given)
  · | -0.1
#90 C=CCn1cnc2c(NCc3ccccc3)ncnc21
  0.39 | 0.3

3 entries from above, in transposed form.
(86) COc1cc(C(=O)Nc2ccc(NC(=O)c3ccco3)nc2)cc(OC)c1OC
(87) O=C(NCCCSc1ccccc1)c1ccc(=O)[nH]c1
(88) COc1cccc(-c2sc3ccccc3c2-c2ccc(OCCN3CCCCC3)cc2)c1

Assay by compound,86,87,88
Kir21 inh,0.66,-0.74,·
STK33 inh,0.0,1.2,-0.8

(continued)
Value order – Kir21 inh | STK33 inh
#91 Cc1cc(Sc2nccn2C)ncc1[N+](=O)[O-]
  0.05 | 0.0
#92 Cc1ccc(C(C)C)c(OCCCNCc2cccnc2)c1
  -5.7* | 0.4
#93 CCOc1cccc(NC(=O)CSc2nncn2N)c1
  0.07 | -0.7
#94 O=C(CC(O)(C(F)(F)F)C(F)(F)F)Nc1ccc(Cl)c(Cl)c1
  · | -0.2
#95 COCCNc1nc(N2CCCCC2)c2cnn(C)c2n1
  -0.65 | 1.0
#96 Cc1ncc(CO)c2c1Oc1nc(-c3ccccc3)nc(SCC(=O)N(C)c3ccccc3)c1C2
  -0.01 | ·
#97 CCOC(=O)c1ccc([N+](=O)[O-])c(CS(=O)(=O)c2ccc(Cl)cc2)c1
  0.05 | -0.8
#98 CCOC(=O)c1nn(-c2cccc(OC)c2)c(-c2ccccc2)c1C(=O)c1ccccc1
  1.5 | -1.2
#99 O=C(CSc1nc(Nc2ccccc2)nc(N2CCOCC2)n1)Nc1cc(Cl)ccc1O
  1.8 | 0.3
#100 CC(=O)Nc1ccccc1OCC(=O)c1ccc2c(c1)OCO2
  0.23 | -1.4
#101 Cc1ccc2c(c1)C(N1CCCC1=O)CC(c1ccco1)N2 (stereo not given)
  -1.1 | -0.5
#102 COCOc1cc(O)c(C(=O)/C=C/c2ccc(OCOC)c(OCOC)c2)c(OCOC)c1
  1.2 | -0.9
#103 CCNCc1cc(Cl)c(OCc2ccccc2)c(OCC)c1
  -7* | -4.5
#104 CCn1c(C)c(C)c2cc(C(=O)NCCCN3CCCCCC3)ccc21
  -3.4 | -0.4
